# Mac1 fbg enh = increases human CD11b/CD18 adhesion to fibrinogen. activation, % at 10 µM. K562 CD11b/CD18 adhesion to fibrinogen, ATPlite luminescence. 0.07% of 93,000 active;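 active = 10 µM primary screen giving 50% or more activity, confirmed by 40% or more on retest at that dose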; also: strong numbers were not always called active
# PLK1 inh = blocks human PLK1 kinase activity. P53350. recombinant PLK1 kinase, TR-FRET peptide phosphorylation. inhibition, % at 10 µM. 0.53% of 97,000 active. AID 619;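 active = inhibition of 50% or more in the single-concentration screen; inactive = inhibition below 50%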;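 also: 0% = DMSO max control and 100% = H-89 dihydrochloride min control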
# ERa SRC1 inh = blocks coactivator binding to human estrogen receptor alpha; P03372; TR-FRET ER-alpha LBD / SRC-1 peptide, estradiol-bound; inhibition, % at 25.6 µM; 1.7% of 86,000 active; AID 629; in the data active = inhibition above about 50%;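 also: 0% = receptor plus peptide control and 100% = peptide only without receptor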
# FAK blocker = FAK (human) kinase inhibition; Q05397; biochemical FAK kinase activity assay; inhibition, %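 (tested at 7 µM)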; 0.84% of 97,000 active; in the data active = inhibition above about 19%;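 also: 0% = DMSO and 100% = reference compound high control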
# Target sequence (Q05397 whole entry, looked up): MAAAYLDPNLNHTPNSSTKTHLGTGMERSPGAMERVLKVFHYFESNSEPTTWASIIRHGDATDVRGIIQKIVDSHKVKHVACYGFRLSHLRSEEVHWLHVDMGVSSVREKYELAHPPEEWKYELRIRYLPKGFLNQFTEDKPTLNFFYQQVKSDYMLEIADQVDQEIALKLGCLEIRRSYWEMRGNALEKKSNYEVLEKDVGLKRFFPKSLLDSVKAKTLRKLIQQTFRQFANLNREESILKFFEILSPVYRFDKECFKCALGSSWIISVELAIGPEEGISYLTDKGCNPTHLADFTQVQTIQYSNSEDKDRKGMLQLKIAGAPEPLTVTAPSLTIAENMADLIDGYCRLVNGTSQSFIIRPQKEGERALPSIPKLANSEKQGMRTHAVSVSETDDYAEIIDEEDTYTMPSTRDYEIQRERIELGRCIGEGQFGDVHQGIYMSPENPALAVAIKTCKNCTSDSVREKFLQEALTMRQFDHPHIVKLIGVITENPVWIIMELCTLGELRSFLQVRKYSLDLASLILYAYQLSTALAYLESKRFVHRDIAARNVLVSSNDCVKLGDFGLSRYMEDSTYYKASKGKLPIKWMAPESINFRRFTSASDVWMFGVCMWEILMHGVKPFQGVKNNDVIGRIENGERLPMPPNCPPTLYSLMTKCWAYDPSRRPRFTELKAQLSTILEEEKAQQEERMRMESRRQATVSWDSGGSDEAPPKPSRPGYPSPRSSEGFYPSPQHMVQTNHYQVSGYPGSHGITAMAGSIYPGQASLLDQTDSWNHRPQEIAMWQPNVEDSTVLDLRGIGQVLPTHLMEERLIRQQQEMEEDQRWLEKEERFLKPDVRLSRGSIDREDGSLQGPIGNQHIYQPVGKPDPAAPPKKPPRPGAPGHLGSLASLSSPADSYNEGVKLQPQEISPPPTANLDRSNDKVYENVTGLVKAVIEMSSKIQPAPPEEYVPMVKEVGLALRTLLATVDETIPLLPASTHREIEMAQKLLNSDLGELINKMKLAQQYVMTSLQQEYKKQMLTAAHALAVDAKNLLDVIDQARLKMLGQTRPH
# Mac1 fbg inh = CD11b/CD18-fibrinogen binding inhibition | K562 CD11b/CD18 adhesion to fibrinogen, ATPlite luminescence; Mn2+ added to activate the integrin | 0.54% of 93,000 active | inhibition, % at 10 µM | AID 1497;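 active = primary inhibition of 50% or more at 10 µM, then 40% or more on retest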; also: some results filed as inactive read as strong as hits
# ERb SRC1 inh = blocks coactivator binding to human estrogen receptor beta. 1.3% of 86,000 active. TR-FRET ER-beta LBD / SRC1-Cy5 peptide binding; receptor agonist-loaded with 1 µM estradiol. inhibition, % at 25.6 µM. Q92731;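 active = compounds whose percent inhibition of the receptor-coactivator binding signal exceeds about 50% in the single-dose screen, limit read from the data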;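 also: 0% = receptor plus peptide wells without compound and 100% = peptide-only wells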
# ERa SRC1 pot = enhances coactivator binding to human estrogen receptor alpha; P03372; TR-FRET ERalpha-LBD/SRC-Cy5 coactivator binding, 2 h; 100 = basal binding, no effect; coactivator binding (% of control), % at 25.6 µM; 1.3% of 86,000 active; AID 639; in the data active = activity above about 200%;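 also: binding measured in presence of low estradiol as agonist stimulus; 0% = peptide alone without receptor and 100% = receptor with peptide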
# Rev-RRE block = inhibitors of HIV-1 Rev-RRE RNA interaction; inhibition, % at 8 µM; Rev peptide-RRE RNA binding, FRET; P05866; 0.79% of 97,000 active; AID 704;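 active = inhibition above the screen-wide mean plus 3 SD, cut at about 35% in these data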;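 also: 0% = median DMSO wells and 100% = median Neomycin B control wells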
#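 Test system: Cy5-tagged RRE RNA duplex with fluorescein-tagged Rev peptide | Read-out: % inhibition of FRET ratio versus controls | Probe or stimulus: Labelled Rev peptide | Incubation: 5 min RNA-compound premix plus 15 min binding step, 25 °C | Technique: FRET fluorescence readout | Benchmarks: DMSO low control, neomycin B high control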
# Plk1 PBD FP = Plk1 (human) PBD binding inhibition. AID 693. Plk1 PBD phosphopeptide binding, fluorescence polarization. P53350. 0.13% of 97,000 active. inhibition, %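 (tested at about 20 µM)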; in the data active = inhibition above about 34%, passing the limit was not always enough
# Numbers without * were called inactive; . = not tested or not shown; [ ] = another dose, or the depositor's remark. No enrichment for hits, and some 4.7% of all compounds hit somewhere here.
SMILES,Mac1 fbg enh,PLK1 inh,ERa SRC1 inh,FAK blocker,Mac1 fbg inh,ERb SRC1 inh,ERa SRC1 pot,Rev-RRE block,Plk1 PBD FP
CCOC(=O)N1CCN(C(=O)c2ccc(CS(=O)(=O)c3ccccc3OC)o2)CC1,-3,-1,-15,0,0,-18,103,3,2
CCn1c(CSc2nc3ccccc3s2)nnc1SCC(=O)c1ccc(O)cc1O,1,-10,.,-1,8,.,.,8,-8
O=C1Nc2c(c(=O)[nH]c(=O)n2-c2ccccc2F)C(C(F)(F)F)(C(F)(F)F)N1,.,-10,1,0,.,-1,117,6,-11
O=C(Cc1cccs1)NCc1ccc(F)cc1,6,-6,-1,-2,.,-4,95,7,18
CCOc1ccc(NC(=O)CCS(=O)(=O)c2ccc3c(c2)CCCN3C(=O)CC)cc1,-1,-6,-9,0,-12,-2,100,6,-29
Clc1cccc(CSC2=NCCCN2)c1,.,-7,31[fluorescence artefact?],2,.,7,149[fluorescence artefact?],6,1
CCOC(=O)Nc1ccc(C(=O)Oc2ccccc2)c(O)c1,.,3,0,5,.,0,80,11,-2
COc1cc(Cl)c(C)cc1NC(=O)CNC(=O)Cn1cnc2ccccc2c1=O,.,-7,.,-4,.,.,.,4,-14
COC(=O)c1ccc2c(c1)NC(=O)C(N1CCOCC1)S2 (stereo not drawn),9,-12,.,2,-8,.,.,3,12
COc1cccc(C(=O)Nc2ccc(C(=O)O)cc2)c1,-3,-3,-8,9,24,-8,112,7,-19
O=C1c2ccccc2C(=O)N1CCC(c1ccc(F)cc1)c1ccco1 (stereo not drawn),13,-12,3,-2,-8,-8[fluorescence artefact?],163,6,-4
COc1cc(CNCC(O)c2ccccc2)ccc1OCc1ccc(Cl)nc1 (stereo not drawn),-2,-6,.,0,-6,.,.,0,-6
N/C(=N\OC(=O)c1ccc(Cl)cc1)c1ccc(Cl)cc1,.,-8,.,5,.,.,.,4,33
Cc1cc(C)cc(NC(=O)N2CCC(c3nc4ccccc4o3)CC2)c1,-4,-7,3,1,-1,-2,680*[fluorescence artefact?],13,-18
Cc1ccc(C(C)C)c(OCCN)c1,-5,-11,-8,-2,1,-8,122,1,-6
CC1CCc2c(sc3ncn4c(SCC(=O)NCc5ccco5)nnc4c23)C1 (stereo not drawn),-2,4,18[fluorescence artefact?],0,-7,15[fluorescence artefact?],145[fluorescence artefact?],-6,3
O=C(Cn1ncc2c1-c1ccccc1OC2)Nc1cccc(Cl)c1,-5,6,4,-2,3,6,98,11,0
CCCc1nc(SCC(=O)N2CCCc3ccccc32)c2c(=O)n(C)c(=O)n(C)c2n1,3,-2,.,-2,2,.,.,2,-11
CCC(C)n1nnc2c(=O)oc3ccccc3c21 (stereo not drawn),.,-5,.,3,.,.,.,6,-15
COc1cccc(NC(=O)CC2SC(=Nc3ccccc3)NC2=O)c1 (stereo not drawn),-3,-19,6,-2,-7,6,116[fluorescence artefact?],10,-3
O=C1c2ccccc2COc2ccc(O)cc21,.,3,35,8,.,46,54,9,0
N#C/C(=C\N1CCN(Cc2ccc3c(c2)OCO3)CC1)c1nc2ccccc2s1,1,29,4,-8,51,15,184,65*,-77
BrC(=C\c1ccccc1)/C=N/N1CCN(c2ccccn2)CC1,-5,-15,.,2,-15,.,.,1,13
Cc1ccc(C(=O)OCC(=O)N2CCc3ccccc32)cc1,.,-2,4,-10,.,2,84,3,-9
CC(=O)OC1CC2(C)C(=O)CCC2C2CCc3cc(O)ccc3C12 (stereo not drawn),-5,-3,-2,2,-2,-2[fluorescence artefact?],117,-3,4
SMILES,Mac1 fbg enh,PLK1 inh,ERa SRC1 inh,FAK blocker,Mac1 fbg inh,ERb SRC1 inh,ERa SRC1 pot,Rev-RRE block,Plk1 PBD FP
Cc1ccc(S(=O)(=O)N[C@@H](CC(C)C)C(=O)NCc2ccco2)cc1,-1,-9,-37,5,-14,-19,100,6,-21
O=C(COC(=O)Cc1ccsc1)NCC12CC3CC(CC(C3)C1)C2,-3,-11,.,1,-32,.,.,7,-10
COC(=O)c1cccc(NC(=O)CSc2nnc(C)n2Cc2ccccc2)c1,2,.,-6,.,-6,-10,108,.,.
Cc1ccc(S(=O)(=O)c2nc(Nc3nccs3)sc2Cl)cc1,0,-9,8[fluorescence artefact?],-8,-1,-2[fluorescence artefact?],102[fluorescence artefact?],4,1
COC(=O)C1=C(C)N=C2SC(C)C(=O)N2C1/C=C/c1ccccc1OC (stereo not drawn),-1,-12,.,1,7,.,.,12,-6
COc1ccc2[nH]c(=O)c(CN(CCCN(C)C)C(=O)Nc3ccccc3)cc2c1,-3,2,0,5,-1,-1,94,6,17
CCNc1nnc(-c2ccccc2OC)s1,-1,-7,6,-2,-1,73*[fluorescence artefact?],73,-3,-7
CCOCCCNC(=O)Cc1c(C(=O)O)[nH]c2ccc(Cl)cc12,.,-6,.,-3,.,.,.,4,3
CCOC(=O)N1CCC(N2C(=O)c3cc(C(=O)NC4CCCCC4)ccc3C2O)CC1 (stereo not drawn),0,61*,-1,1,-8,-1,88,6,2
Cc1ccc(NC(=O)Cn2cnc3sc(C(=O)NCc4ccco4)c(C)c3c2=O)cc1Cl,-2,5,44[fluorescence artefact?],-2,-16,40,75,21,-2
Cc1nc(-c2cccc(NS(=O)(=O)c3ccccc3)c2)cs1,-4,-9,5,4,0,37[fluorescence artefact?],81[fluorescence artefact?],10,-14
N#C[C@H]1[C@H](c2ccccc2)[C@](C#N)(C(=O)c2ccccc2)[C@@H]2C=Cc3ccccc3N21,-2,-17,.,10,23,.,.,18,-3
Cc1[nH]c2c(C)cccc2c(=O)c1Br,4,.,2[fluorescence artefact?],.,-19,-2[fluorescence artefact?],107,.,.
CCOC(=O)c1c(C)[nH]c(C(=O)CSc2nnc(C3CC3)n2N)c1C,-2,-10,8,1,-4,-2,85[fluorescence artefact?],2,-1
O=S(Cc1cc(Sc2ccccc2)nc(-c2ccccc2)n1)c1ccccc1 (stereo not drawn),-3,4,-4,1,1,-6,88,8,-3
Cc1c(C)n(C)c2ccc(C(=O)NCc3cccs3)cc12,1,.,2,.,-1,10,129[fluorescence artefact?],.,.
C/C(Cn1nnc([N+](=O)[O-])n1)=N\NC(=O)c1ccccc1,-2,-14,.,-4,1,.,.,11,7
CC1(C)NC(=O)N(CC(=O)OCC(=O)Nc2cccc(F)c2)C1=O,-5,-5,7,-1,9,6[fluorescence artefact?],100[fluorescence artefact?],8,-20
COC(=O)c1ccc2ncccc2c1,-5,-12,-3,0,-15,2,100[fluorescence artefact?],2,8
Cc1ccc(S(=O)(=O)N2CCCN(S(=O)(=O)c3ccc(C(F)(F)F)cc3)CC2)cc1,-4,4,-2,3,-14,3,101,3,-8
COc1ccc(-c2nc(CN3CCCC(C(=O)NC4CCCC4)C3)c(C)o2)cc1 (stereo not drawn),-1,-12,1,0,-6,-12,100,3,4
COCCNC(=O)Cn1cnc2ccc(S(=O)(=O)N3CCC(C)CC3)cc2c1=O,.,-16,1,-4,.,-3,97,6,3
Cc1ccc(C(C(=O)NC(C)(C)C)N(Cc2ccco2)C(=O)Cn2nnc(-c3cccs3)n2)cc1 (stereo not drawn),.,-16,24,1,.,-4,91,2,10
COc1ccc(-c2oc3ncnc(NCCCN4CCOCC4)c3c2-c2ccc(OC)cc2)cc1,17,11,-2[fluorescence artefact?],34*,-2,-3[fluorescence artefact?],82[fluorescence artefact?],9,-10
COc1ccc(-c2csc(=Nc3c(C)n(C)n(-c4ccccc4)c3=O)n2C(C)(C)C)cc1,-1,1,-10,-5,-14,-5,98,5,-33
SMILES,Mac1 fbg enh,PLK1 inh,ERa SRC1 inh,FAK blocker,Mac1 fbg inh,ERb SRC1 inh,ERa SRC1 pot,Rev-RRE block,Plk1 PBD FP
Cc1nc2ccc(F)cc2cc1C(=O)NCc1ccco1,0,-5,-3,5,-13,-11,90,11,-19
CC1CC(=O)N(CC(=O)NCc2ccc3c(c2)OCO3)c2ccccc2S1 (stereo not drawn),2,-11,.,-1,-12,.,.,3,-20
Cc1ccccc1NC(=O)c1sc(Cl)nc1-c1ccccc1,0,-3,.,0,1,.,.,6,18
CCOC(=O)Cc1csc(NC(=O)c2cccs2)n1,0,.,-12,.,-1,-24,109,.,.
Cc1cc(C)nc(N(C#N)CCOc2ccc(Cl)cc2)n1,.,-11,-14,-1,.,-14,91,6,-2
O=C(c1ccncc1)N1C2C=CC(C2)C1(C(F)(F)F)C(F)(F)F (stereo not drawn),2,4,-11,-6,16,6,90,4,-11
Cc1cc(C)c(C#N)c(SCC(=O)NC2CC2)n1,0,3,3,4,13,-11,109,0,-6

# Structures shown so far containing four or more nitrogen atoms:
SMILES,Mac1 fbg enh,PLK1 inh,ERa SRC1 inh,FAK blocker,Mac1 fbg inh,ERb SRC1 inh,ERa SRC1 pot,Rev-RRE block,Plk1 PBD FP
CCn1c(CSc2nc3ccccc3s2)nnc1SCC(=O)c1ccc(O)cc1O,1,-10,.,-1,8,.,.,8,-8
O=C1Nc2c(c(=O)[nH]c(=O)n2-c2ccccc2F)C(C(F)(F)F)(C(F)(F)F)N1,.,-10,1,0,.,-1,117,6,-11
COc1cc(Cl)c(C)cc1NC(=O)CNC(=O)Cn1cnc2ccccc2c1=O,.,-7,.,-4,.,.,.,4,-14
CC1CCc2c(sc3ncn4c(SCC(=O)NCc5ccco5)nnc4c23)C1 (stereo not drawn),-2,4,18[fluorescence artefact?],0,-7,15[fluorescence artefact?],145[fluorescence artefact?],-6,3
CCCc1nc(SCC(=O)N2CCCc3ccccc32)c2c(=O)n(C)c(=O)n(C)c2n1,3,-2,.,-2,2,.,.,2,-11
N#C/C(=C\N1CCN(Cc2ccc3c(c2)OCO3)CC1)c1nc2ccccc2s1,1,29,4,-8,51,15,184,65*,-77
BrC(=C\c1ccccc1)/C=N/N1CCN(c2ccccn2)CC1,-5,-15,.,2,-15,.,.,1,13
COC(=O)c1cccc(NC(=O)CSc2nnc(C)n2Cc2ccccc2)c1,2,.,-6,.,-6,-10,108,.,.
COc1ccc2[nH]c(=O)c(CN(CCCN(C)C)C(=O)Nc3ccccc3)cc2c1,-3,2,0,5,-1,-1,94,6,17
Cc1ccc(NC(=O)Cn2cnc3sc(C(=O)NCc4ccco4)c(C)c3c2=O)cc1Cl,-2,5,44[fluorescence artefact?],-2,-16,40,75,21,-2
CCOC(=O)c1c(C)[nH]c(C(=O)CSc2nnc(C3CC3)n2N)c1C,-2,-10,8,1,-4,-2,85[fluorescence artefact?],2,-1
C/C(Cn1nnc([N+](=O)[O-])n1)=N\NC(=O)c1ccccc1,-2,-14,.,-4,1,.,.,11,7
COCCNC(=O)Cn1cnc2ccc(S(=O)(=O)N3CCC(C)CC3)cc2c1=O,.,-16,1,-4,.,-3,97,6,3
Cc1ccc(C(C(=O)NC(C)(C)C)N(Cc2ccco2)C(=O)Cn2nnc(-c3cccs3)n2)cc1 (stereo not drawn),.,-16,24,1,.,-4,91,2,10
COc1ccc(-c2oc3ncnc(NCCCN4CCOCC4)c3c2-c2ccc(OC)cc2)cc1,17,11,-2[fluorescence artefact?],34*,-2,-3[fluorescence artefact?],82[fluorescence artefact?],9,-10
COc1ccc(-c2csc(=Nc3c(C)n(C)n(-c4ccccc4)c3=O)n2C(C)(C)C)cc1,-1,1,-10,-5,-14,-5,98,5,-33
Cc1cc(C)nc(N(C#N)CCOc2ccc(Cl)cc2)n1,.,-11,-14,-1,.,-14,91,6,-2

# Screens deposited in PubChem BioAssay by several laboratories.
